Source: PubChem BioAssay
RTF Ca sens act: cardiac RTF calcium sensitization; AID 493008; actives 0.24% (n = 340,000); activation, % at 7.2 µM; IANBD-labeled TnC RTF fluorescence at EC20 calcium; 0% EC20 calcium, 100% full calcium; P19429+P45379;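 active means activation above the mean over all tested compounds plus 3 SD, cut at about 30% in these data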;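 further: rise in fluorescence read as greater calcium sensitivity of cardiac thin filaments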
HTR5A ag ctr: HTR5A agonism, opioid heterodimer counter-screen; P47898; HTR5A agonist assay, luminescence, cell-based; activation, % at 9.3 µM; actives 0.61% (n = 340,000); AID 504692; in the data active means activation mostly above about 9.5%, no sharp cut-off; inactive means mostly below about 7.6%;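 further: 0% = cells with vehicle only and 100% = reference agonist; strong numbers were not always called active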
Target sequence (P47898 whole entry, looked up): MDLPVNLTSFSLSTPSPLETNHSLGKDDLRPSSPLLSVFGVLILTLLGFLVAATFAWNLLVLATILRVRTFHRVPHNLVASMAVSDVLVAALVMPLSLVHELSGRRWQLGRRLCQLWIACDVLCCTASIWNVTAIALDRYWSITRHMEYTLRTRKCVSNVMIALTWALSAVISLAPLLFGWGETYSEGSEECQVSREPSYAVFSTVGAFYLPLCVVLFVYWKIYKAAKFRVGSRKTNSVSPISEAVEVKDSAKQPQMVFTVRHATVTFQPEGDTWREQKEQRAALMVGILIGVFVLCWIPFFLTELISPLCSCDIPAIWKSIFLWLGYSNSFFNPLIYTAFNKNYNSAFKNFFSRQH
OPRM1-OPRD1 inv: mu-delta opioid heterodimer inverse agonism; P35372+P41143; cell-based MOR-DOR heterodimer luminescence; inhibition, % at 9.3 µM; actives 0.21% (n = 340,000); AID 504357; in the data active means inhibition above about 22%, passing the limit was not always enough;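 further: 0% = cells with DMSO and 100% = wells without cells with DMSO; values of inactives mirror those of a sister screen read the other way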
HTR5A inv ctr: inverse agonist of human HTR5A in OPRM1-OPRD1 counter-screen. HTR5A cell line, luminescence, inverse agonism. inhibition, % at 9.3 µM. actives 0.083% (n = 340,000); in the data active means inhibition mostly above about 23%, no sharp cut-off; inactive means mostly below about 18%;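 further: 0% = cells with DMSO and 100% = no-cell wells with DMSO; some compounds called inactive have numbers as strong as hits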
Keap1 Nrf2 FP: inhibitors of human Keap1-Nrf2 protein-protein interaction; Q14145; Keap1 Kelch-Nrf2 peptide fluorescence polarization, 1536-well; inhibition, % at 9.4 µM; actives 0.15% (n = 340,000); in the data active means inhibition above about 12%;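 further: human Keap1 Kelch domain with fluorescein labeled Nrf2 9mer peptide probe; 0% = neutral control wells and 100% = peptide positive control; higher means more block of Keap1 binding to Nrf2 peptide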
Target sequence (Q14145 whole entry, looked up, the tested form may be a part): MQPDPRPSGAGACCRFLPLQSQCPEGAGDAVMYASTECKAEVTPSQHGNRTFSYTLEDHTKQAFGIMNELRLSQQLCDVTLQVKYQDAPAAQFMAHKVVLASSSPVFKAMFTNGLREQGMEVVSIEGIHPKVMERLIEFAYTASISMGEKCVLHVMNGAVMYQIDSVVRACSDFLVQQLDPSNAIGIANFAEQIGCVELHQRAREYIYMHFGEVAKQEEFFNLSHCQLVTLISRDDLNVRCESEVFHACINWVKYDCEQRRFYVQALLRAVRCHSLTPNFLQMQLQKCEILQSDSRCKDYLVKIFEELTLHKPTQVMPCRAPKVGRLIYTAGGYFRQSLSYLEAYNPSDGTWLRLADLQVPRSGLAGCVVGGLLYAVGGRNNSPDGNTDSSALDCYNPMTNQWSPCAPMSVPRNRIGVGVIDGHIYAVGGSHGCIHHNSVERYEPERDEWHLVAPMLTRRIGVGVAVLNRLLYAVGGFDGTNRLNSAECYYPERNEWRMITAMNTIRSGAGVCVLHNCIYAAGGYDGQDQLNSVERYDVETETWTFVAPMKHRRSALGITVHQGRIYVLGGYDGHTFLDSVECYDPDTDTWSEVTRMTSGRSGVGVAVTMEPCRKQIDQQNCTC
V-ATPase pHluor: yeast V-ATPase proton transport regulation by pHLuorin; S. cerevisiae, pHLuorin cytosolic pH fluorescence; response, % at 10 µM; actives 0.37% (n = 350,000); AID 504577; in the data active means response mostly above about 7.3%, no sharp cut-off; inactive means mostly below about 5.4%; further: actives read high; inactives centre near 0; some compounds called inactive have numbers as strong as hits; reference of the scale not given here
OPRM1-OPRD1 ag: agonists of human mu-delta opioid receptor heterodimerization; actives 0.3% (n = 340,000); P35372+P41143; activation, % at 9.3 µM; cells, OPRM1-OPRD1 heterodimerization, luminescence; AID 504326; in the data active means activation above about 18%;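 further: 0% = vehicle-treated cells and 100% = reference agonist; values of inactives mirror those of a sister screen read the other way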
C-LANA FP: blocks KSHV LANA C-terminal domain binding to DNA; actives 0.078% (n = 340,000); MBP-C-LANA/FAM-LBS DNA binding, fluorescence polarization; inhibition, % at 9 µM;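 active means highest replicate inhibition at or above 60% at 9 µM, even if other replicates fall short; inactive means all replicates below 60% inhibition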;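 further: 0% = neutral control wells and 100% = 4 µM acridine orange control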
CAL-PDZ inh HTS: inhibitors of human CAL PDZ peptide binding; inhibition, % at 24.9 µM; AID 602252; purified CAL PDZ, TMR-peptide fluorescence polarization, 1 h; Q9HD26; actives 0.92% (n = 300,000);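 active means mean inhibition of at least 30% with at least half of replicates also reaching 30%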;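 further: 0% = DMSO neutral control and 100% = excess unlabeled competitor peptide PRC23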
Cardiac RTF inh: cardiac RTF calcium desensitization; IANBD-labeled cardiac RTF, Ca2+ fluorescence; inhibition, % at 7.15 µM; actives 0.12% (n = 340,000);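 active means inhibition above the mean inhibition of all tested compounds plus 3 SD, cut at about 17% in these data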;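 further: assay run at fixed EC70 calcium of 1.6 mM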
Active calls of the source: *; x = no result given.

#	Molecule	RTF Ca sens act	HTR5A ag ctr	OPRM1-OPRD1 inv	HTR5A inv ctr	Keap1 Nrf2 FP	V-ATPase pHluor	OPRM1-OPRD1 ag	C-LANA FP	CAL-PDZ inh HTS	Cardiac RTF inh
1	COc1ccc(C2C(C#N)=C(N)N(Nc3ccccc3)C3=C2C(=O)CC(C)(C)C3)cc1C (stereo unspecified)	-11	-9	-2	14	0	5	0.3	-0.5	-5	-14
2	Cc1cc(O)ccc1Nc1nc2ccccc2nc1Nc1ccc(O)cc1C	4	-2	-40	-8	3	-1	8.7	0.7	x	-11
3	CC(=O)c1cc(C#N)c(Oc2ccccc2)nc1C	0	-3	15	7	-8	3	-3.0	-0.7	-3	-6
4	O=C(O)CCC(=O)N1CCN(c2nc3ccccc3s2)CC1	1	5	4	0	-3	6	-0.9	1.5	24	-14
5	CC(C)C[C@H](NC(=O)c1[nH]cnc1C(=O)Nc1ccc(Cl)cc1)C(=O)OC(C)(C)C	0	5	8	-12	8	3	-1.5	-0.8	8	3
6	O=C(COc1ncnc2sccc12)NC1CCS(=O)(=O)C1 (stereo unspecified)	1	-1	18	3	-4	-2	-3.2	1.1	-3	-9
7	O=C(COc1ccc(-c2nnco2)cc1)Nc1cc([N+](=O)[O-])ccc1F	-1	-3	5	12	-4	2	-1.0	-3.5	-3	0
8	Cc1ccc(/C=C/S(=O)(=O)NCC(=O)O)cc1	-1	9	0	4	-3	1	0.0	-0.5	x	-5
9	Cc1ccc(C(=O)Nc2ccccc2N2CCOCC2)cc1S(=O)(=O)N1CCOCC1	-1	4	-2	-10	-1	-3	0.4	0.9	2	-3
10	CC(=O)OCC1=C(C(=O)O)N2C(=O)C(NC(=O)CCn3nc(C)c(Cl)c3C)C2SC1 (stereo unspecified)	-4	5	0	-17	-5	-1	0.1	-2.4	x	0
11	COc1ccc(CCNC(=O)c2ccc3c(c2)OCCO3)cc1	-3	0	6	1	1	1	-1.0	0.3	0	0
12	O=C(Nc1ccc(F)cc1)C(c1ccccc1)N1CCN(S(=O)(=O)c2ccccc2)CC1 (stereo unspecified)	-4	2	-2	-11	-2	4	0.3	0.2	-2	-2
13	O=C(COC(=O)C1CCN(S(=O)(=O)c2cccs2)CC1)c1cc2ccccc2o1	6	-6	58*	10	-1	-3	-9.6	-2.0	-3	-1
14	Cc1ccc(C)c(N2N=C(C(=O)Nc3ccc(S(=O)(=O)N4CCCC4)cc3)CCC2=O)c1	-2	2	-18	-14	2	-2	3.5	-1.3	9	-19
15	COc1cc(/C=C2/CCC/C(=C\c3cc(O)c(OC)c(Cl)c3)C2=O)cc(Cl)c1O	2	-3	15	-2	-2	-2	-2.4	-2.9	-4	-7

Some of these compounds in order of the C-LANA FP value, falling.
| # | canonical_smiles | OPRM1-OPRD1 inv | Keap1 Nrf2 FP | V-ATPase pHluor | OPRM1-OPRD1 ag | C-LANA FP | CAL-PDZ inh HTS |
| --- | --- | --- | --- | --- | --- | --- | --- |
| 4 | O=C(O)CCC(=O)N1CCN(c2nc3ccccc3s2)CC1 | 4 | -3 | 6 | -0.9 | 1.5 | 24 |
| 6 | O=C(COc1ncnc2sccc12)NC1CCS(=O)(=O)C1 (stereo unspecified) | 18 | -4 | -2 | -3.2 | 1.1 | -3 |
| 1 | COc1ccc(C2C(C#N)=C(N)N(Nc3ccccc3)C3=C2C(=O)CC(C)(C)C3)cc1C (stereo unspecified) | -2 | 0 | 5 | 0.3 | -0.5 | -5 |
| 14 | Cc1ccc(C)c(N2N=C(C(=O)Nc3ccc(S(=O)(=O)N4CCCC4)cc3)CCC2=O)c1 | -18 | 2 | -2 | 3.5 | -1.3 | 9 |
| 10 | CC(=O)OCC1=C(C(=O)O)N2C(=O)C(NC(=O)CCn3nc(C)c(Cl)c3C)C2SC1 (stereo unspecified) | 0 | -5 | -1 | 0.1 | -2.4 | x |

Going on with the list:
#	Molecule	RTF Ca sens act	HTR5A ag ctr	OPRM1-OPRD1 inv	HTR5A inv ctr	Keap1 Nrf2 FP	V-ATPase pHluor	OPRM1-OPRD1 ag	C-LANA FP	CAL-PDZ inh HTS	Cardiac RTF inh
16	CCc1ccc(NC(=O)CSc2nc(O)cc(=O)n2C2CCCC2)cc1	2	2	6	-12	-3	-2	-1.2	-1.1	x	3
17	O=C(CN1CCN(S(=O)(=O)c2ccc(Cl)s2)CC1)N1CCOCC1	x	x	x	x	-4	0	x	0.3	-1	x
18	N#CC1=C(N)N(c2ccc(F)cc2)C(=O)C1	1	0	10	5	-1	0	-1.7	2.9	4	-5
19	O=C1/C(=C\c2ccc(O)c(O)c2)SC(=S)N1Cc1ccccc1	3	-8	1	30*	-1	0	-0.2	-1.9	-5	-26
20	O=C(CN1C(=O)N/C(=C\c2ccccc2OCc2ccc(C(=O)O)cc2)C1=O)Nc1ccccc1F	-8	11	-4	-33	3	-5	0.4	-0.1	-6	-16
21	O=c1[nH]c(=O)n(Cc2ccccc2)c2c1C(C(F)(F)F)(C(F)(F)F)N=C(c1ccco1)N2	-1	3	3	7	-5	1	-0.7	0.9	-4	-3
22	Cc1ccc(OCCC(=O)OCC(=O)Nc2ccc(Cl)cn2)cc1	4	0	11	0	-5	-4	-2.0	1.5	-2	-6
23	Cc1ccc(-n2nc(C)c3c2OC(N)=C(C#N)C3c2ccccc2F)cc1 (stereo unspecified)	1	-3	-3	15	-4	-6	0.5	0.4	-8	-10
24	CC(C)(C)NC(=O)c1ccccc1NC(=O)C1CCCO1 (stereo unspecified)	-2	-4	7	-5	-4	1	-1.0	-1.8	6	-11
25	O=C(Nc1nccs1)C(c1ccccc1)N1CCCC1 (stereo unspecified)	-1	1	10	14	2	-1	-2.1	-1.7	-5	-2
26	N#Cc1ccccc1COC(=O)CCN=C1NS(=O)(=O)c2ccccc21	-2	-1	4	3	6	0	-0.7	0.7	x	3
27	CCCN1CNC(=S)N(c2ccccc2C)C1	2	-4	-10	-7	-3	1	1.8	1.5	-2	-11
28	CCOc1ccc(C(=O)CCC(=O)NN2C(=O)NC3(CCCCC3)C2=O)cc1	3	-3	9	8	-5	-2	-2.2	-1.2	-4	-5
29	Cc1cccc2c(N=NC(=O)C(C)n3cnc4ccccc4c3=O)c(O)[nH]c12 (stereo unspecified)	-2	11	9	-6	1	0	-1.8	0.2	-7	-4
30	CCOC(=O)C1=C(C)N(Cc2ccc(C(=O)O)cc2)C(=O)NC1c1ccc([N+](=O)[O-])cc1 (stereo unspecified)	6	-2	17	-3	-5	-3	-3.8	0.8	3	18*

Part of the list above, reduced to OPRM1-OPRD1 ag, V-ATPase pHluor and C-LANA FP:
No. | molecule | OPRM1-OPRD1 ag | V-ATPase pHluor | C-LANA FP
25 | O=C(Nc1nccs1)C(c1ccccc1)N1CCCC1 (stereo unspecified) | -2.1 | -1 | -1.7
20 | O=C(CN1C(=O)N/C(=C\c2ccccc2OCc2ccc(C(=O)O)cc2)C1=O)Nc1ccccc1F | 0.4 | -5 | -0.1

Returning to the listing, repeating the two entries before the break.
#	Molecule	RTF Ca sens act	HTR5A ag ctr	OPRM1-OPRD1 inv	HTR5A inv ctr	Keap1 Nrf2 FP	V-ATPase pHluor	OPRM1-OPRD1 ag	C-LANA FP	CAL-PDZ inh HTS	Cardiac RTF inh
29	Cc1cccc2c(N=NC(=O)C(C)n3cnc4ccccc4c3=O)c(O)[nH]c12 (stereo unspecified)	-2	11	9	-6	1	0	-1.8	0.2	-7	-4
30	CCOC(=O)C1=C(C)N(Cc2ccc(C(=O)O)cc2)C(=O)NC1c1ccc([N+](=O)[O-])cc1 (stereo unspecified)	6	-2	17	-3	-5	-3	-3.8	0.8	3	18*
31	COc1ccc([C@H]2CC(=O)C=C(c3cc(Cl)ccc3C)C2)cc1	4	-2	-23	25	-8	2	4.0	0.6	-3	-9
32	Cc1ccc(C(=O)Nc2ccccc2Sc2ccccc2)cc1	-2	-5	8	13	-3	-1	-1.3	-0.5	-4	-3
33	O=C(Nc1ccc2[nH]c(=S)sc2c1)Nc1ccccc1F	1	2	-8	-7	-6	-1	1.9	0.5	-7	-6
34	Cc1c(C(=O)Nc2ccc3c(c2)OCCO3)sc2nc(-c3ccccc3)cn12	-1	3	4	18	-5	-1	-0.8	-0.4	-3	0
35	CCc1cccc2c(C(=O)COC(=O)c3cccc(S(=O)(=O)N(C)C4CCCCC4)c3)c[nH]c12	2	2	5	-7	-1	0	-0.9	0.2	-3	2
36	O=C(N=C1SC2CS(=O)(=O)CC2N1c1ccccc1)c1cccc([N+](=O)[O-])c1 (stereo unspecified)	-4	4	13	-10	-1	3	-3.3	-1.3	-3	2
37	COc1ccc(CNC[C@H]2O[C@@H](n3ccc(=O)[nH]c3=O)[C@H](O)[C@@H]2O)cc1OC	8	-1	9	5	-2	1	-1.9	1.2	-4	-4
38	O=c1nccc(N/N=C/c2ccccc2O)[nH]1	0	-1	-4	3	-1	13	0.7	x	0	-1
39	COc1ccc(CC(=O)Nc2ccc(F)c(S(=O)(=O)N3CCOCC3)c2)cc1	-7	2	15	-9	-3	0	-2.9	-0.1	x	-4
40	O=C(CSc1ccc(-c2ccccn2)nn1)NC1CCCCC1	2	-1	9	3	2	0	-2.0	1.9	-2	3
41	CN1CCN(S(=O)(=O)c2cccc3nsnc23)CC1	-3	-3	-6	9	1	-3	0.8	-1.3	x	-22
42	COc1ccc(N(C(=O)CNC(=O)c2cccs2)C(C(=O)NCC2CCCO2)c2ccccc2)cc1OC (stereo unspecified)	9	-2	11	4	-7	-2	-1.9	0.5	0	-4
43	O=C(C#Cc1ccccc1)Nc1ccccc1F	-4	0	8	18	-5	0	-1.6	0.3	-3	3
44	O=C(c1cccc(N2C(=O)C3C4C=CC(C4)C3C2=O)c1)N1CCN(c2ccccc2F)CC1 (stereo unspecified)	4	4	8	-23	3	-2	-1.6	0.9	-3	1
45	CCOCCCNC(=O)c1ccc2c(c1)ncn2-c1ccc(C)cc1C	-1	2	0	-7	-2	2	0.0	1.2	-3	-2

The listing continues:
#	Molecule	RTF Ca sens act	HTR5A ag ctr	OPRM1-OPRD1 inv	HTR5A inv ctr	Keap1 Nrf2 FP	V-ATPase pHluor	OPRM1-OPRD1 ag	C-LANA FP	CAL-PDZ inh HTS	Cardiac RTF inh
46	Cc1cccc(OCC2Cn3c(nc4c3c(=O)[nH]c(=O)n4C)O2)c1 (stereo unspecified)	0	4	18	-17	-2	0	-3.8	-2.2	-3	-7
47	CC(C)C(=O)Nc1nnc(NC(=S)Nc2ccccc2)s1	2	-3	36*	14	-5	-1	-7.9	-1.7	-7	0
48	CC(O)CNC(=O)C1CCN(Cc2ccc(OCc3ccccc3)cc2)CC1 (stereo unspecified)	-2	3	-3	-21	0	2	0.6	0.5	-6	-11
49	Cc1cc(=O)n2nc(N3CCC(C(=O)NCc4cccnc4)CC3)sc2n1	-2	1	-4	-28	-5	-2	0.7	-0.4	1	-17
50	CCn1cc([N+](=O)[O-])c(C(=O)NCc2ccc3c(c2)OCO3)n1	-1	2	4	-4	0	7	-0.6	-1.8	0	-4
51	Cc1cc(-c2nnc(SCC(=O)Nc3ccc(Br)cc3F)n2N)n[nH]1	4	-6	12	37	-7	6	-2.4	1.8	4	5
52	CCN1C(c2ccc(F)cc2)=CS/C1=C(\C#N)c1nnc2n1-c1ccccc1SC2	1	-4	15	-12	0	-3	-2.6	0.9	-6	5
53	CC(C)CC(=O)NS(=O)(=O)c1ccc(N)cc1	3	-2	8	1	-3	-1	-1.8	-0.1	x	1
54	Cc1cc(CNC(=O)c2ccc3nc(Cc4ccccc4F)oc3c2)nn1C	-3	-2	19	9	-1	2	-3.7	-1.0	-3	-4
